# Compound activity deposited in PubChem BioAssay by National Center for Advancing Translational Sciences (NCATS).
# 12-LOX inh – blocks human arachidonate 12S-lipoxygenase; P18054; 1.1% of 580,000 active; Potency, µM (highest dose often 108 µM), without a hit: top-dose activity change, negative = inhibition, hits mostly inhibitors; purified 12hLO, xylenol orange hydroperoxide absorbance; also: potency is read from the fitted curve at half-maximal effect; % is scaled to controls: 0 for no effect and ±100 for the full control effect
#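 Hydroperoxide product was detected by ferrous iron/xylenol orange as the 573 to 405 nm absorbance ratio. Arachidonic acid at 40 uM (final) was turned over for 30 min at room temperature by 150 nM human 12hLO, pH 7.0 Hepes buffer, after 15 min compound preincubation.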
# LDHA inh – inhibitors of human lactate dehydrogenase A. purified LDHA, NADH/diaphorase-resazurin fluorescence; active compounds read low. activity change, % (values are at about 110 or 230 µM). AID 1347041. 0.15% of 480,000 active; in the data active = activity change below about -30%; inconclusive = mostly about -25% to -30%;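 also: plate controls were DMSO wells for no effect and wells without enzyme for full effect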
#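 Remaining NADH was detected by diaphorase (0.133 mg/mL) converting 37 µM resazurin to fluorescent resorufin, read at 0 and 20 minutes. The preceding 5-minute room-temperature reaction used 2 nM LDHA, 0.2 mM sodium pyruvate and 0.06 mM NADH at pH 7.4.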
# D2 ag – agonists of human D2 dopamine receptor; HEK293 T-REx D2 cells, calcium flux agonist mode; activation, % at 2 µM; 0.53% of 340,000 active;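 active = activation over 3 SD above normal in the single-dose calcium agonist read, cut at about 30% in these data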; also: 0% is about no effect
#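 HEK293 Trex D2 cells, tetracycline-induced, o/n 30 C 5% CO2; no-wash Ca dye, RT 30–90 min; 10-cycle baseline, 23 nl cpd added, kinetic Ca read 180 s; agonist hits = positive Ca response.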
# ERG-DNA inh – ERG Ets/DNA interaction inhibition; fluorescence polarization, His-ERG Ets domain / labelled DNA; P11308; Potency, µM (series often up to 76.9 µM), inactives show at the top dose FP activity, negative = inhibition, most hits filed as inhibitors; 0.028% of 370,000 active; active = well fitted inhibition curve with a large enough effect in the polarisation, with a control signal flat; inconclusive = small, poorly fitted or top-dose-only effect, or effect the other way, or a change in a side signal; inactive = no such curve, though single readings can be large or run the other way; the % refers to the polarisation;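 also: polarization taken with two DNA probes labelled with fluorescein and Texas red; potency is read from the fitted curve at half-maximal effect; % of control where 0% means no effect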
# Target sequence (P11308 whole entry, looked up, the tested form may be a part): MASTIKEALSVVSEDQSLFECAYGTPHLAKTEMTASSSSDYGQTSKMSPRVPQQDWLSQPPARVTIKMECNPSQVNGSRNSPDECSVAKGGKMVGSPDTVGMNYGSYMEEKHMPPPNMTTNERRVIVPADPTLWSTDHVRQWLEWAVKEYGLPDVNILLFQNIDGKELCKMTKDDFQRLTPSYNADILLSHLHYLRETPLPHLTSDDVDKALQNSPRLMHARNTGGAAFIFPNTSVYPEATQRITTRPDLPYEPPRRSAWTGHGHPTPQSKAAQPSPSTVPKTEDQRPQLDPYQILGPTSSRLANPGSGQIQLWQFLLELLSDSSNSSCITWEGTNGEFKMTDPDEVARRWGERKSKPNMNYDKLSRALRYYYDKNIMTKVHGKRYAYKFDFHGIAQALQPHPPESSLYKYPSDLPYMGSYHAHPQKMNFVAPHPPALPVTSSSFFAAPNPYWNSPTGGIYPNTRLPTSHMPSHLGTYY
#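 His-tagged ERG Ets domain (1 uM in the protein solution; 300mM KCl, 50mM Tris-HCl, 1mM EDTA, 1mM DTT, pH 7.5) received compound, then a probe mix of 5 nM fluorescein-DNA and 100nM Texas-615-DNA. Fluorescence polarization was read for both dyes.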
# D2 antag – antagonizes the human D2 dopamine receptor. 2% of 340,000 active. inhibition, % at 10 µM. HEK293 TREx D2 cells, calcium flux, dopamine EC80. P14416; in the data active = inhibition above about 30%; also: 0% is about no effect
#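 Measurement of antagonist activity uses fluorescent calcium dye in inducible HEK293 T-REx D2 cells: 10 s baseline, compound addition with 180 s read, EC80 dopamine addition with a further 180 s read.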
# Vif-APOBEC3F blk – Vif-A3F binding inhibition. HeLa A3F-eYFP + Vif (tagged APOBEC3F with the HIV-1 protein that degrades it), YFP fluorescence increase. Potency, µM (top dose mostly 46.1 µM), for inactives: at the highest dose activity, negative = active. 0.2% of 390,000 active. AID 602313; also: potency is read from the fitted curve at half-maximal effect; % of control where 0% means no effect; nearly all actives have a fitted effect of over 65% in size
#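 Fluorescence increase (Ex 488/Em 500-530) after overnight compound treatment at 37 deg C flags inhibition of Vif-driven A3F-eYFP loss in stable HeLa A3F-eYFP/Vif cells seeded overnight beforehand.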
# Glioma ERSR ind – induces the endoplasmic reticulum stress response in human glioma cells. U87-MG GRP78 promoter luciferase reporter, 16 h. Potency, µM, without a hit: at the highest dose activation, usual class: activators. 0.02% of 420,000 active. AID 602332; also: potency is read from the fitted curve at half-maximal effect; series mostly up to about 76 µM; % of control where 0% means no effect; nearly all actives have a fitted effect of over 35% in size
#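 ERSR induction read as luciferase luminescence (Bright-Glo, 10 min at room temperature) in stably transfected human U87-MG glioma cells exposed to compounds for 16 h, using GRP78 as sensor.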
# Vif-A3G inh – inhibitors of Vif-APOBEC3G interaction; Q9HC16; HeLa A3G-eYFP + Vif (tagged APOBEC3G with the HIV-1 protein that degrades it), YFP fluorescence, overnight; Potency, µM (highest dose often 46.1 µM), inactives show at the top dose activity, negative = active, actives largely listed as inhibitors; 0.076% of 410,000 active; AID 602310;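 also: potency is read from the fitted curve at half-maximal effect; % is scaled to controls: 0 for no effect and ±100 for the full control effect; nearly all actives have a fitted effect of over 60% in size; hits raise eYFP signal because A3G escapes Vif-driven loss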
# Target sequence (Q9HC16 whole entry, looked up): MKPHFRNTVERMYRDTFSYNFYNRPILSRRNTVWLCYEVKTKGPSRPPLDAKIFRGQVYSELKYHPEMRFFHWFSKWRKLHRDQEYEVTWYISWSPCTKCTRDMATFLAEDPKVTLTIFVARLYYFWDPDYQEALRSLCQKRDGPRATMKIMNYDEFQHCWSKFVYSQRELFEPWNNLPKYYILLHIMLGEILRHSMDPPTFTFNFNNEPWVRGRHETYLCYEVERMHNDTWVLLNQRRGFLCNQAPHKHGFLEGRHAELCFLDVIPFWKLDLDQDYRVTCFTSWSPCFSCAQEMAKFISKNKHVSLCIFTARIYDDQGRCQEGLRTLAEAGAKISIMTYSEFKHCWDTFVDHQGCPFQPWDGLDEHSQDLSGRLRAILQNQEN
#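 Read-out is eYFP fluorescence (Ex 488/Em 500-530) from Vif-expressing HeLa A3G-eYFP cells; more signal means A3G escaped Vif-mediated degradation. Cells plated overnight, compound pinned in, incubated overnight at 37 deg C.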
# RGS4 inh – human RGS4 inhibition; Transcreener GDP fluorescence polarization, RGS4-accelerated GTP hydrolysis; Potency, µM (titrated, usually from 114 µM), without a hit: top-dose activity change, negative = inhibition, actives largely listed as inhibitors; 0.039% of 390,000 active; P49798; AID 504845; also: potency is read from the fitted curve at half-maximal effect; % is scaled to controls: 0 for no effect and ±100 for the full control effect; nearly all actives have a fitted effect of over 75% in size; some results filed as inactive show a strong effect at the top dose
# Target sequence (P49798 whole entry, looked up): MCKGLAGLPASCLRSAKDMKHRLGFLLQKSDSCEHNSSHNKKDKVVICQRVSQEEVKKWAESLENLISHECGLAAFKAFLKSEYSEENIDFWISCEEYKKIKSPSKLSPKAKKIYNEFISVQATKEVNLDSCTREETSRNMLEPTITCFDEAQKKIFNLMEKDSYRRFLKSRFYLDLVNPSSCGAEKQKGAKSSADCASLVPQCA
#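 MLSMR compounds (23 nl, pin-transferred) preincubated 10 min at room temperature with a 500nM (2x) first reagent, then RGS4 at 900nM (2x) plus Transcreener GDP mix added; fluorescence polarization (620/688 nm) read before and after 90 min at 30 °C.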
# Numbers without * were called inactive; ? = inconclusive; / = not tested or not shown; [ ] = remark or other dose. Unless noted, calls follow the shape of the dose curve; as a rule, active = well fitted curve in the direction sought with a large enough effect; inconclusive = small, poorly fitted or top-dose-only effect, or another doubt; inactive = no such curve, though single readings can be large; an effect the other way counts as inactive or inconclusive. The list is partial, so the mix of outcomes need not match the whole.
SMILES,12-LOX inh,LDHA inh,D2 ag,ERG-DNA inh,D2 antag,Vif-APOBEC3F blk,Glioma ERSR ind,Vif-A3G inh,RGS4 inh
Cc1nc(NCCc2ccc(F)cc2)c(C#N)c(C)c1[N+](=O)[O-],-24%,-8,-0.2,2%,-3,2%,1%,-11%,17%
CCOc1ccc(-n2c(SCC(=O)N3CCc4ccccc43)nnc2-c2c[nH]c3ccccc23)cc1,13%,-10,-1.7,-8%,6,4%,-5%,-2%,-18%
COc1ccc(NC(=O)C2CCCN(C(=O)Nc3cccc(OC)c3)C2)cc1 (stereo not given),-6%,-7,3.2,-6%,11,0%,2%,1%,14%
COc1ccc(Oc2cccc(Cl)c2CNC(=O)CC(C)(C)CC(=O)O)cc1,144%[activator],-7,0.5,5%,-3,-11%,-6%,-4%,-15%
CCNc1nc(NCC)nc(SCCOC(=O)COc2ccc(Cl)cc2Cl)n1,-10%,1,0.6,/,2,-6%,-2%,-4%,6%
O=C(NCCOc1ccccc1)C1CCC(=O)N(CCc2ccc(Cl)cc2)C1 (stereo not given),/,-7,0.4,0%,2,6%,2%,2%,-31%
O=C(O)c1ccc(N2C(=O)c3[nH]nc(-c4ccccc4)c3C2c2cccc(F)c2)cc1 (stereo not given),-3%,-6,0.2,-3%,/,-5%,1%,3%,5%
Cc1ccc(OCC(=O)Nc2cccc(O)c2)cc1C,0%,-10,0.1,-2%,-9,0%,-4%,-2%,14%
CCN(CC)c1ccc(/C=N/NC(=O)c2cnccn2)c(O)c1,-2%,6,0.0,-2%,4,-26%,0%,-22%,-8%
Cn1cc(SCC(=O)N2CCCc3ccccc32)c2ccccc21,-7%,-2,-0.4,2%,5,-10%,-6%,1%,3%
O=C(O)c1ccc(C[n+]2c(-c3ccccc3)csc2Nc2ccccc2)cc1,?,-9,-0.5,/,0,-3%,-1%,0%,17%
O=C(NN=C(Cc1ccccc1)Cc1ccccc1)C1CC1,11%,0,-0.2,4%,-11,10%,-4%,0%,5%
Cc1cc(S(=O)(=O)NCCN2CCOCC2)ccc1Cl,-5%,-11,0.0,-4%,11,11%,1%,0%,-3%
CCOc1ccccc1Nc1ncnc2c1cnn2-c1ccccc1,7%,-14,-1.1,6%,0,-8%,0%,0%,22%
COC(=O)N/N=C/c1cc([N+](=O)[O-])cc(Br)c1O,10%,3,-0.4,/,-7,-16%,-8%,-3%,-25%
COc1ccccc1C(=O)Nc1cccnc1,4%,-5,-0.3,5%,2,-1%,-1%,5%,-9%
CCCN1C(=O)S/C(=C/c2ccc(N3CCOCC3)o2)C1=O,?,24,-0.3,23%,-2,?,1%,?,?
CCN(CC)C1Oc2cc3c(cc2C(c2cccc(OC)c2O)C1C)OCO3 (stereo not given),?,1,/,/,/,-1%,-4%,?,6%
Cc1cc(C)n(C(=O)c2ccc([N+](=O)[O-])c(Cl)c2)n1,-12%,-1,0.5,0%,-14,-2%,-4%,-12%,-2%
O=C1Nc2ccccc2OC1CC(=O)N1CCN(c2cccc(C(F)(F)F)c2)CC1 (stereo not given),2%,6,0.4,6%,3,-7%,-1%,2%,-37%
O=C(C#Cc1ccccc1)Nc1ccc(F)cc1,6%,-3,-0.3,7%,47*,-1%,?,-15%,5%
CCN(C(=O)c1cc(S(=O)(=O)N2CCOCC2)cn1C)c1ccc(OC)cc1,-20%,-1,-0.2,-11%,/,0%,-1%,1%,1%
COc1ccccc1C(=O)NNC(=O)c1ccc(NC(=O)C(C)C)cc1,14%,-1,0.6,-6%,16,-4%,2%,0%,-14%
CC(C)(O)CNC(=O)C(Cc1ccccc1)N1C(=O)c2ccccc2C1=O (stereo not given),14%,-5,0.4,-6%,-4,0%,-2%,1%,2%
O=C(c1cccc(-n2cccc2)c1)N1CCN(S(=O)(=O)c2c(F)cccc2F)CC1,24%,-15,0.0,2%,-15,-8%,-3%,0%,-2%
O=[N+]([O-])c1cccc(/C=N/n2c(COc3ccccc3)n[nH]c2=S)c1,?,-3,0.6,-8%,3,-18%,0%,2%,-25%
CCn1c(O)c(C2=c3ccccc3=NC2=O)c2cc(Br)ccc21,-7%,-3,0.7,-5%,3,?,-2%,1%,-51%
CCCNC(=O)C1CCC(Cn2c(=O)c3sccc3n(CC(=O)N3CCCC3)c2=O)CC1 (stereo not given),-7%,-8,0.1,1%,/,0%,-1%,0%,25%
O=c1[nH]nc(C(F)(F)F)c2nnn(Cc3ccccc3Cl)c12,0%,-3,0.4,17%,-1,10%,-3%,-7%,2%
CC(=O)NC(c1ccccc1)c1c(O)ccc2ccccc12 (stereo not given),-7%,8,-0.6,-10%,3,-2%,-2%,-12%,4%
O=C(NCCS(=O)(=O)NCc1ccc2c(c1)OCO2)c1ccccc1,-6%,-4,-0.3,/,-53,2%,1%,2%,2%
O=c1c2c3c(sc2nc(NCCO)n1CCc1ccccc1)CCCCC3,?,1,-0.3,-10%,-6,-16%,3%,?,-11%
CCOC(=O)c1c(C)[nH]c(C(=O)N2CCN(c3ccc(OC)cc3)CC2)c1C,0%,4,0.0,5%,8,7%,7%,0%,5%
Cc1ccccc1NC(=O)CSc1cn(CC(=O)N(C(C)C)C(C)C)c2ccccc12,0%,-6,0.8,-3%,/,-4%,-4%,-7%,-8%
CCn1ncc(/C=N\NC(=O)c2csc3ccccc23)c1C,8%,-8,-0.4,3%,0,-2%,1%,?,0%
O=C(C1CCCN1S(=O)(=O)c1cccc2nsnc12)N1CCN(c2ccccc2)CC1 (stereo not given),/,-2,3.7,-6%,-7,-5%,-2%,-7%,6%
COc1ccc(NC(=O)Nc2nnc(-c3ccncc3)s2)cc1,-18%,-9,1.8,-1%,8,-2%,1%,4%,6%
CC1(C)CC(=O)C(N=Nc2cc3c(cc2[N+](=O)[O-])OCCO3)=C(O)C1,0%,-8,1.4,2%,-12,2%,-1%,-8%,23%
Cc1ccc(-n2c(C)nnc2SCC(=O)NNC(=O)c2ccco2)cc1,1%,-3,0.3,14%,27,4%,-4%,-5%,-15%
CC(NC(=O)CCNC(=O)N1CCn2c1nc1ccccc12)c1ccccc1 (stereo not given),1%,-7,-0.7,10%,-9,1%,-4%,-1%,-13%[56.9 µM]

# Brought forward from above: two compounds, followed by the next part.
SMILES,12-LOX inh,LDHA inh,D2 ag,ERG-DNA inh,D2 antag,Vif-APOBEC3F blk,Glioma ERSR ind,Vif-A3G inh,RGS4 inh
Cc1ccc(-n2c(C)nnc2SCC(=O)NNC(=O)c2ccco2)cc1,1%,-3,0.3,14%,27,4%,-4%,-5%,-15%
CC(NC(=O)CCNC(=O)N1CCn2c1nc1ccccc12)c1ccccc1 (stereo not given),1%,-7,-0.7,10%,-9,1%,-4%,-1%,-13%[56.9 µM]
CC(Oc1ccccc1F)C(=O)NNC(=O)c1ccc(-n2cncn2)c([N+](=O)[O-])c1 (stereo not given),1%,5,/,-4%,/,3%,-2%,1%,-37%
COc1ccc(-c2csc3nc(-c4ccccc4OC)oc(=O)c23)cc1,-11%,-7,1.1,1%,-10,1%,-5%,-7%,2%
O=C(Nc1ccn(Cc2ccccc2)n1)c1ccc(F)cc1,3%,-1,/,0%,/,1%,-3%,4%,7%
COc1cccc(S(=O)(=O)N(C)C[C@@H]2Oc3cc(Br)ccc3S(=O)(=O)N([C@@H](C)CO)C[C@@H]2C)c1,-6%,0,/,/,/,-2%,-3%,3%,/
NNC(=O)c1oc2nc(-c3ccccc3)cc(-c3ccco3)c2c1N,110%[activator],2,1.9,2%,-9,11µM*,-1%,?,-19%
CC(C)c1ccc(NC(=O)C2CCCN2S(=O)(=O)c2ccc3nc(-c4ccccc4)[nH]c3c2)cc1 (stereo not given),-24%,1,0.3,10%,/,0%,2%,-3%,5%
Cc1ccc(NC(=O)N2CCCC(C(=O)O)C2)cc1 (stereo not given),8%,0,0.8,-4%,10,7%,2%,0%,-2%
O=C(c1cc2ccccc2cc1O)N1CCCC(C(F)(F)F)C1 (stereo not given),?,5,0.4,2%,-8,-11%,-1%,-2%,-26%
Cc1nc2ccc(Cl)cn2c1C(=O)NN,4%,-1,-0.3,0%,3,-7%,-3%,-25%,-7%
Cc1ccc(N(CC(=O)NCC2CCCO2)C(=O)Cn2nnc(-c3cccs3)n2)cc1 (stereo not given),0%,-11,3.6,-19%,-4,1%,-5%,-3%,-3%
CC(=O)c1cccc(NC(=O)Cn2cc3c(n2)CCCC3)c1,?,0,1.0,-7%,4,4%,-3%,1%,2%
COc1ccc(-c2cn(-c3cccc(C)c3)c(=O)[nH]2)cc1OC,?,3,-0.2,7%,15,4%,0%,2%,-1%
CCOc1ccc2nc(COC(=O)c3ccncc3)c(C(=O)c3ccccc3)[n+]([O-])c2c1,0%,-2,/,-18%,/,5%,-1%,3%,22%
CC(=O)c1ccc(Oc2ccc(C(=O)c3ccc(C)c(C)c3)cc2[N+](=O)[O-])cc1,-14%,-7,-2.0,-2%,-10,-1%,-3%,-1%,-3%
Cc1ccsc1C(=O)N(C)C1CCS(=O)(=O)C1 (stereo not given),-5%,0,-1.1,11%,-26,1%,-1%,4%,-11%
COc1cc(OC)nc(Nc2nc(CN)cs2)n1,8%,0,/,/,/,/,-3%,0%,/
N#Cc1c(-c2ccc(Cl)cc2)c(C#N)c(=O)n(N)c1N,15%,2,-2.2,11%,-2,0%,-3%,-6%,-23%
